KOR beta-arrestin-1 = KOR agonists, beta-arrestin recruitment, primary screen, cell-based, luminescence, uHTS (AID 1777); activation, % at 10 µM, or EC50 in µM where a hit was titrated; KOR beta-arrestin recruitment, luminescence; higher % means a stronger effect; 0.02% of 280,000 active; in the data active means activation above about 50%, passing the limit was not always enough; further: a part of the inactive calls stands beside numbers as strong as those of hits
AID2073 = disruptors of CaV2.2 binding to Mint1 – biochemical, HTRF (AID 2073); HTRF protein-protein interaction, Mint1-CaV2.2; higher % means a stronger effect; inhibition, % at 20 µM, or IC50 in µM where a hit was titrated; 0.19% of 290,000 active; in the data active means inhibition mostly above about 51%, no sharp cut-off; further: some results filed as inactive read as strong as hits
HIV fusion peptide = inhibitors of HIV fusion peptide binding, primary screen, biochemical, uHTS, fluorescence dequenching (AID 1986) | cell-free peptide binding, fluorescence dequenching, 30 min; higher % means a stronger effect | inhibition, % at 20 µM, or IC50 in µM where a hit was titrated | 0.3% of 290,000 active; in the data active means inhibition mostly above about 52%, no sharp cut-off; inactive means mostly below about 76%; further: some results filed as inactive read as strong as hits
KOR beta-arrestin-2 = kappa opioid receptor blockers – cell-based, luminescence, uHTS (AID 1778). KOR beta-arrestin recruitment, luminescence, antagonist mode; higher % means a stronger effect. one-dose inhibition, % at 10 µM; IC50 in µM for titrated hits. 0.091% of 290,000 active; further: strong numbers were not always called active
Yfh1-off respiration = enhancers of respiration in Yfh1-depleted yeast, dose response, Friedreich's ataxia, plus single-dose screen (AID 1465). S. cerevisiae Yfh1-off respiration, WST-1 reduction, 72 h; higher fold induction means a stronger effect. fold induction at 50 µM; hits with a dose series show EC50 in µM. 0.074% of 220,000 active;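 active means fold induction of absorbance versus untreated yeast above a set limit, then at least 30% activation at any dose in follow-up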;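 further: activators that raise dye reduction in frataxin-depleted yeast; strong numbers were not always called active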
NOD1 inhibition = inhibition of NOD1-driven NF-kB reporter – cell-based, luminescence, uHTS, primary screen (AID 1578); NOD1-driven NF-kB luciferase reporter cells, luminescence; higher % means a stronger effect; one-dose inhibition, % at 4 µM; EC50 in µM for titrated hits; 1% of 290,000 active; in the data active means inhibition mostly above about 36%, no sharp cut-off; inactive means mostly below about 34%;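 further: HEK-293T reporter cells stimulated with the NOD1 agonist gamma-tri-DAP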
Dengue-2 NS5 capping = Dengue-2 NS5 methyltransferase inhibitors, primary screen, biochemical, confirmation dose response (AID 588689). Dengue-2 NS5 methyltransferase capping enzyme assay, biochemical; higher % means a stronger effect. inhibition, % at 25 µM; hits with a dose series show IC50 in µM. 0.3% of 340,000 active; in the data active means a potency from the dose series
NOD2 inhibition = inhibition of NOD2-driven NF-kB reporter – cell-based, luminescence, uHTS, HEK293 (AID 1566). HEK293 NOD2/NF-kB luciferase reporter, luminescence; higher % means a stronger effect. inhibition, % at 4 µM, or EC50 in µM where a hit was titrated. 0.63% of 290,000 active; further: many of its hits are not listed in these tables
West Nile virus CPE = inhibition of WNV-induced cytopathic effect – cell-based, CPE readout (AID 1621). 0.02% of 290,000 active. West Nile virus-infected cells, CPE inhibition; higher % means a stronger effect. CPE inhibition, % at 10 µM, or IC50 in µM where a hit was titrated; in the data active means a potency from the dose series; further: strong numbers were not always called active
Dengue-2 NS5 capping pilot replicate = also measured in Dengue-2 NS5 capping; calls as there; inhibition, %; measured here: pilot screen replicate inhibition
* hit, by the source's call; i = inactive; . = no result given; & = joins results of further samples; [ ] = remark or other dose. Unless noted, no stated cut-off is given here; in the data, active means inhibition above about 50%; inactive means the rest. These rows are one share of the data (hit frequency here may not be typical).

SMILES	KOR beta-arrestin-1	AID2073	HIV fusion peptide	KOR beta-arrestin-2	Yfh1-off respiration	NOD1 inhibition	Dengue-2 NS5 capping	NOD2 inhibition	West Nile virus CPE	others
COc1ccc(/C=N/n2c(N)c(S(=O)(=O)c3cccs3)c3nc4ccccc4nc32)cc1OC	0.4%	32%	0.4%	-31%	i	-15%	3%	-1%	0.8%	Dengue-2 NS5 capping pilot replicate=3.6
CC(=O)Nc1ccc(SCC(=O)c2cc(C)n(-c3ccccc3F)c2C)cc1	-5.0%	8%	-4.3%	-4%	i	50%	-6%	50%	-0.6%
O=C(CCc1nnc2ccc(NCc3ccc(F)cc3)nn12)NC1CCCC1	-4.6%	24%	0.4%	-14%	.	0%	-10%	12%	0.1%
Cc1cccc(S(=O)(=O)N2CCCc3ccccc32)c1	-1.0%	13%	0.6%	9%	.	-10%	-9%	14%	-0.3%
Cc1ccccc1NC(=O)c1cccc(C(=O)Nc2ccccc2C)n1	-2.5%	-4%	-0.7%	6%	.	-41%	-3%	-4%	-0.8%
COc1ccccc1C(=O)N/C(=C\c1cn(C)c2ccccc12)C(=O)NCCCN1CCOCC1	4.3%	-6%	-0.6%	12%	.	-34%	3%	25%	0.1%
CCOc1cc(C2C(C#N)=C(N)OC3CCCC(=O)C32)ccc1OCCN1CCOCC1 (configuration not stated)	1.2%	-6%	-1.2%	7%	i	-19%	-9%	2%	0.2%
O=C(CCC(=O)Nc1ccccc1)NNC(=O)c1ccco1	-2.6%	2%	-2.3%	-31%	i	-14%	-2%	12%	-0.7%
Cn1nc(-c2ccccc2)c(C(O)c2ccccc2C(F)(F)F)c1Cl (configuration not stated)	4.9%	3%	1.3%	14%	i	13%	-8%	0%	-0.9%
O=C(NC(=S)Nc1nc(-c2cccc([N+](=O)[O-])c2)cs1)c1ccccc1Cl	1.6%	19%	1.5%	-86%	i	-36%	.	11%	0.5%
COc1ccc(C(C)=O)c(OC(=O)c2ccc(OC)c(OC)c2)c1	-1.5%	-2%	-3.3%	27%	i	-22%	-10%	-6%	0.3%
CC(NC(=O)Nc1ccccc1C(F)(F)F)C1CCCO1 (configuration not stated)	-2.7%	6%	-2.4%	30%	i	-20%	-3%	4%	-0.5%
O=C(NCCCn1ccnc1)c1ccc(Cl)cc1	-3.1%	4%	-0.8%	4%	i	4%	-11%	15%	0.1%
COc1ccc(-c2cc(OC(=O)c3ccc(F)cc3)c3c(C)oc(C)c3c(=O)c2)cc1	-1.1%	12%	1.5%	15%	i	38%	.	14%	-0.8%
CN(C)CCCNCCCCNC(=O)/C=N/O	-0.1%	7%	-2.1%	-7%	.	-31%	0%	7%	.
COc1ccc(C(=O)Nc2cc(C)c3c(=O)oc4ccccc4c3n2)cc1	0.5%	12%	2.3%	12%	i	-33%	-3%	1%	-0.1%
Oc1c(Br)cc(C2N=C(c3ccccc3)NO2)cc1Br (configuration not stated)	0.9%	-13%	17%	-19%	i	11%	-8%	-29%	0.7%
CCOC(=O)C1(Cc2cccc(OC)c2)CCN(C/C=C/c2ccccc2)CC1	.	2%	-0.7%	-5%[20 µM]	i	-1%	-9%	12%	-1.4%
CC(C)CC(=O)N1CCN(Cc2cccc(F)c2)CC1	-2.1%	-4%	-1.4%	24%	i	14%	6%	14%	0.1%
CCCc1nn2c(N)c(/C=C3\C=Nc4ccccc43)c(=O)nc2s1	6.0%&5.6%	-5%&18%	3.6%&10%	-27%	i	-14%&-56%	0%&-1%	-15%&-20%	0.0%&0.1%
COC(=O)c1ccc(/C=N/NC(=O)CCSc2nc3ccccc3s2)cc1	-2.0%	-2%	-1.4%	12%	i	-26%	.	10%	0.3%
N#CCc1ccc(NC(=O)c2ccccc2C(=O)Nc2ccc(CC#N)cc2)cc1	1.3%	7%	0.2%	3%	.	3%	-2%	25%	0.1%
O=C(Nc1ccc(Cl)cc1)Nc1nnc(SCc2ccccc2)s1	6.6%	4%	3.1%	-3%	i	-37%	-11%	-3%	-0.5%
CCCCOC(=O)Nc1ccc(N(C)C)cc1	10%	-37%	-0.9%	-14%	i	-56%	-12%	-49%	1.9%
O=C(NCCc1csc(-c2cccnc2)n1)c1ccco1	1.0%	3%	-0.9%	-22%	i	6%	-5%	7%	0.7%

2 compounds picked at random from the list so far:
SMILES	KOR beta-arrestin-1	AID2073	HIV fusion peptide	KOR beta-arrestin-2	Yfh1-off respiration	NOD1 inhibition	Dengue-2 NS5 capping	NOD2 inhibition	West Nile virus CPE	others
COc1ccc(C(C)=O)c(OC(=O)c2ccc(OC)c(OC)c2)c1	-1.5%	-2%	-3.3%	27%	i	-22%	-10%	-6%	0.3%
Cc1ccccc1NC(=O)c1cccc(C(=O)Nc2ccccc2C)n1	-2.5%	-4%	-0.7%	6%	.	-41%	-3%	-4%	-0.8%

(continued)
SMILES	KOR beta-arrestin-1	AID2073	HIV fusion peptide	KOR beta-arrestin-2	Yfh1-off respiration	NOD1 inhibition	Dengue-2 NS5 capping	NOD2 inhibition	West Nile virus CPE	others
CSc1ccccc1OCc1cc(C(=O)N(Cc2nccn2C)C(C)C)no1	0.6%	-6%	0.7%	5%	.	-2%	1%	7%	-1.3%
COc1ccc2[nH]cc(C(=O)CN3CCCCC3C)c2c1 (configuration not stated)	4.3%	0%	-0.1%	-3%	i	-17%	.	-9%	0.5%
CCOC(=O)CN(C(=O)CNC(=O)c1cccs1)C(C(=O)NC1CCCC1)c1cccnc1 (configuration not stated)	6.9%	8%	1.2%	-4%	i	-8%	0%	-5%	0.5%
CC(=O)c1ccc(N2CCN(S(=O)(=O)c3ccc4c(c3)CC(C)N4C(=O)C3CC3)CC2)cc1 (configuration not stated)	8.1%	12%	-1.1%	-14%	.	.	4%	.	-0.1%
CC(Sc1nc(-c2ccccc2)cc(C(F)(F)F)n1)C(=O)Nc1ccc2c(c1)OCO2 (configuration not stated)	5.5%	-4%	-1.0%	2%	i	6%	1%	1%	-1.0%
COc1ccc(-n2nnc3c(=O)n(CC(=O)NCC4CCCO4)cnc32)cc1 (configuration not stated)	9.5%	21%	-0.4%	-51%	i	-9%	-4%	6%	0.3%
COCC(C)NC(C(=O)Nc1ccc(Cl)c([N+](=O)[O-])c1)c1ccccc1 (configuration not stated)	-2.5%	-3%	-1.3%	42%	i	-24%	-6%	8%	-0.7%
O=C(CN(Cc1ccco1)C(=O)Cn1nnc(-c2cccs2)n1)NCc1ccccc1	1.3%	12%	1.3%	38%	i	-18%	-5%	13%	-0.7%
C[C@@H]1CCC[C@H](C)N1Cc1nc(Cc2ccccc2Cl)no1	.	8%	2.7%	-11%[20 µM]	i	-30%	4%	-3%	-0.2%
CCNC(=O)Nc1cc(OC)c(OC)cc1C(=O)O	2.5%	-4%	-1.5%	-28%	i	7%	-5%	-10%	0.0%
COc1ccc(S(=O)(=O)NCCC(=O)NCc2ccccc2)cc1	1.3%	5%	-2.9%	-4%	i	-9%	0%	-11%	0.3%
CS(=O)(=O)N1CCN(C(=O)c2ccc3c(c2)OCCO3)CC1	6.4%	3%	2.3%	-5%[20 µM]	.	-34%	-5%	3%	-0.5%
Cc1cc(/C=C(\C#N)C(=O)NCc2cccs2)c(C)n1-c1ccc([N+](=O)[O-])cc1	2.1%	2%	3.1%	-43%	i	-41%	1%	3%	1.1%
O=C1C2C3c4ccccc4C(c4ccccc43)C2C(=O)N1c1cccnc1 (configuration not stated)	7.6%	1%	-1.0%	-29%	i	-5%	1%	3%	0.9%
COC(=O)C1=NN(c2ccccc2)C2(S1)S/C(=C\c1ccccc1)C(=O)N2c1ccccc1 (configuration not stated)	-4.9%	7%	-0.9%	-25%	i	8%	-7%	11%	0.2%
COC(=O)c1sccc1NC(=O)c1cc2c(s1)CCCC2	3.3%	4%	0.9%	-66%	.	-19%	2%	-43%	.
O=C(c1ccc(F)cc1)N1CCN(c2ccc([N+](=O)[O-])c(N3CCOCC3)c2)CC1	2.4%	-6%	1.3%	4%	i	-18%	1%	1%	-0.8%
CCN1C(=O)c2ccc(C(=O)Nc3nccs3)cc2C1=O	-1.6%	-3%	1.0%	-5%	i	.	-10%	3%	0.2%
O=P(c1ccccc1)(c1ccccc1)C(c1ccco1)N1CCOCC1 (configuration not stated)	-3.1%	-4%	-2.2%	-8%	i	-4%	-4%	9%	-0.4%
COCCn1c(=NC(=O)c2ccc3c(c2)OCO3)c(C#N)cc2c(=O)n3cccc(C)c3nc21	-12%	1%	3.4%	-14%	i	-6%	.	16%	0.1%
CC(C)C[C@H](NC(=O)c1cc2cc(Cl)ccc2n1C)C(=O)N1CCC(C(=O)O)CC1	-1.4%	16%	3.8%	14%	.	-7%	-5%	1%	0.6%
CC(C)CC(C(=O)OCC(=O)Nc1cccc(Cl)c1)N1C(=O)C2CC=CCC2C1=O (configuration not stated)	1.9%	0%	-1.0%	23%	i	-14%	0%	1%	-0.1%
CC(=O)Nc1ccc(OCC(O)CN2CCN(c3ccc(C)c(Cl)c3)CC2)cc1 (configuration not stated)	-0.2%	-3%	0.3%	2%	i	-22%	-5%	-22%	-0.7%
COc1ccc(-c2ccc(-c3noc(-c4ccccc4C)n3)c(OC)n2)cc1	-5.1%	19%	14%	11%	i	-7%	8%	10%	0.3%
CCN(c1ccccc1)S(=O)(=O)c1cc2c(cc1C)NC(=O)CO2	.	11%	-1.1%	-5%[20 µM]	.	-16%	-1%	10%	0.1%
COC(=O)CC1C(=O)NCCN1C(=S)Nc1cccc(C)c1 (configuration not stated)	0.1%	-24%	0.5%	-26%	i	-26%	-1%	3%	0.3%

By substructure, those above containing fluorine
SMILES	KOR beta-arrestin-1	AID2073	HIV fusion peptide	KOR beta-arrestin-2	Yfh1-off respiration	NOD1 inhibition	Dengue-2 NS5 capping	NOD2 inhibition	West Nile virus CPE	others
CC(=O)Nc1ccc(SCC(=O)c2cc(C)n(-c3ccccc3F)c2C)cc1	-5.0%	8%	-4.3%	-4%	i	50%	-6%	50%	-0.6%
O=C(CCc1nnc2ccc(NCc3ccc(F)cc3)nn12)NC1CCCC1	-4.6%	24%	0.4%	-14%	.	0%	-10%	12%	0.1%
Cn1nc(-c2ccccc2)c(C(O)c2ccccc2C(F)(F)F)c1Cl (configuration not stated)	4.9%	3%	1.3%	14%	i	13%	-8%	0%	-0.9%
CC(NC(=O)Nc1ccccc1C(F)(F)F)C1CCCO1 (configuration not stated)	-2.7%	6%	-2.4%	30%	i	-20%	-3%	4%	-0.5%
COc1ccc(-c2cc(OC(=O)c3ccc(F)cc3)c3c(C)oc(C)c3c(=O)c2)cc1	-1.1%	12%	1.5%	15%	i	38%	.	14%	-0.8%
CC(C)CC(=O)N1CCN(Cc2cccc(F)c2)CC1	-2.1%	-4%	-1.4%	24%	i	14%	6%	14%	0.1%
CC(Sc1nc(-c2ccccc2)cc(C(F)(F)F)n1)C(=O)Nc1ccc2c(c1)OCO2 (configuration not stated)	5.5%	-4%	-1.0%	2%	i	6%	1%	1%	-1.0%
O=C(c1ccc(F)cc1)N1CCN(c2ccc([N+](=O)[O-])c(N3CCOCC3)c2)CC1	2.4%	-6%	1.3%	4%	i	-18%	1%	1%	-0.8%

Bioassay records deposited in PubChem BioAssay by several laboratories.
